Bioassay records deposited in PubChem by several laboratories.
LAP4-GFP MLPCN: alters LAP4-GFP fluorescence in TOR pathway yeast screen. S. cerevisiae LAP4-GFP multiplex, flow cytometry GFP, 3 h; median GFP as percent of DMSO wells. GFP response vs DMSO, % at 10 µM. 320,000 compounds, 0.34% hits. AID 2023;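 active means GFP response vs DMSO above a set limit, about the screen mean plus 3 SD, cut at about 150% in these data; inconclusive means under 70 cell events counted for the yeast strain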
VLA-4 inh: inhibition in a human VLA-4 binding assay. AID 2557. 330,000 compounds, 0.2% hits. inhibition, % (about 7 µM as worked out from the volumes in the protocol). P13612. VLA-4 expressing cells, ligand binding flow cytometry; in the data active means inhibition above about 50%
AGP1 TOR yeast: alters AGP1-GFP fluorescence in TOR pathway yeast screen. S. cerevisiae AGP1-GFP multiplex flow cytometry, 3 h; GFP as percent of DMSO wells. GFP response vs DMSO, % at 10 µM. 320,000 compounds, 0.02% hits;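 active means GFP response relative to DMSO above a set limit, near screen average plus 3 SD, cut at about 150% in these data; inconclusive means fewer than 70 cells counted for the yeast strain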;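 further: median GFP channel fluorescence of the gated AGP1 strain per well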
MEP2 TOR yeast: modulators of TOR pathway MEP2-GFP in S. cerevisiae; 330,000 compounds, 0.51% hits; S. cerevisiae MEP2-GFP strain, flow cytometry GFP, 3 h; 100% = DMSO control level; GFP response vs DMSO, % at 10 µM; AID 2016;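 active means GFP response versus DMSO above a set limit, roughly screen mean plus 3 SD, cut at about 180% in these data; inconclusive means fewer than 70 cells counted for a yeast strain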;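 further: median GFP fluorescence of the barcode-gated MEP2-GFP cells per well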
GRK2 inh: inhibitors of human GRK2 displacing RNA aptamer; P25098; bead flow cytometry, FAM-aptamer displacement from GRK2; inhibition of aptamer binding, % at 10 µM; 330,000 compounds, 0.59% hits;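 active means inhibition of aptamer binding above 40%, roughly 3 SD of noise, on plates passing a quality check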;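 further: median bead fluorescence of bound FAM aptamer so fluorescent compounds give negative values; no value below 0 was filed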
Target sequence (P25098 whole entry, looked up): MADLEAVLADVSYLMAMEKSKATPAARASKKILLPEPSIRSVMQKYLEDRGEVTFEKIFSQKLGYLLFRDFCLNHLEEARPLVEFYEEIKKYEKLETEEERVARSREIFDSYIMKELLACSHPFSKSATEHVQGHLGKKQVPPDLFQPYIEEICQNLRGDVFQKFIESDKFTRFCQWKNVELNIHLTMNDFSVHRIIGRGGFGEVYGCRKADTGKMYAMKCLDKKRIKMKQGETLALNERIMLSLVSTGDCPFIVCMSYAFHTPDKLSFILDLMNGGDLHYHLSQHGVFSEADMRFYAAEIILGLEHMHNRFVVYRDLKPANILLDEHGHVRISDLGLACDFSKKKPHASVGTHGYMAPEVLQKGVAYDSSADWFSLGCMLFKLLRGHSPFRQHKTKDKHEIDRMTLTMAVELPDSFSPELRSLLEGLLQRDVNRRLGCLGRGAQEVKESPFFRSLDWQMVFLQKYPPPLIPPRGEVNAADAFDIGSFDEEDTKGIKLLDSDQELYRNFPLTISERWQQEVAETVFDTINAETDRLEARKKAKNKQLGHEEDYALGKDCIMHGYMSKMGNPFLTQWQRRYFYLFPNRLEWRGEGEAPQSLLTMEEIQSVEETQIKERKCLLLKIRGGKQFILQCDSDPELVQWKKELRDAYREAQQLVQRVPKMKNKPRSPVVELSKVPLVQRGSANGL
RPL19A TOR yeast: alters RPL19A-GFP fluorescence in TOR pathway yeast screen | S. cerevisiae RPL19A-GFP strain, flow cytometry, 3 h; stronger effect = lower value | percent response vs DMSO, % at 10 µM | 330,000 compounds, 0.3% hits;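 active means percent response vs DMSO below 50%; inconclusive means fewer than 70 events counted for the yeast strain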;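 further: median channel GFP fluorescence of the barcoded RPL19A-GFP strain; ratio of sample median GFP to plate DMSO average so 100% = DMSO; lower means less RPL19A-GFP as with rapamycin TOR inhibition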
GASC-1 inh: human JMJD2C demethylase inhibition; Q9H3R0; GST-JMJD2C(1-420) H3K9me3 demethylation, DELFIA europium; inhibition, % at 2.35 µM; 330,000 compounds, 0.069% hits; AID 2099;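 active means more than half of a compound's replicate wells show inhibition beyond 50%, single wells judged on their own value; inconclusive means some, but no more than half, of replicates pass 50% inhibition; inactive means no replicate passes 50% inhibition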;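 further: signal counts dimethyl H3K9 product captured on neutravidin plate; 0% = median of DMSO wells and 100% = 0.3 times that DMSO median; strong numbers were not always called active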
Target sequence (Q9H3R0 1-420 limits assumed): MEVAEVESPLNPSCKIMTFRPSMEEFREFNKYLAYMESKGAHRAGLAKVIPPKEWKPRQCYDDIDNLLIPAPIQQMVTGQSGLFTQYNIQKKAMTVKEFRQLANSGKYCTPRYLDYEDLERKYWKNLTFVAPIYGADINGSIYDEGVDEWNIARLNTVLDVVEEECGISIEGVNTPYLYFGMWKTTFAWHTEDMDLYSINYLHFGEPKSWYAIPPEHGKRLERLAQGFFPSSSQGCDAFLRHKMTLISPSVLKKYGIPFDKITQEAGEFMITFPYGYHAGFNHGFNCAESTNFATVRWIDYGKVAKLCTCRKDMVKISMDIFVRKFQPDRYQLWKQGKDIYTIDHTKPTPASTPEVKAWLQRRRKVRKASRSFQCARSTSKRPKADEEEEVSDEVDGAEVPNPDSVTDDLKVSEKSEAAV
CIT2 TOR yeast: alters CIT2-GFP fluorescence in TOR pathway yeast screen. 320,000 compounds, 0.065% hits. AID 2029. GFP response vs DMSO, % at 10 µM. S. cerevisiae CIT2-GFP strain, flow cytometry, 3 h; 100 means same as DMSO wells;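 active means GFP response relative to DMSO above a set limit, near the screen mean plus 3 SD, cut at about 150% in these data; inconclusive means Fewer than 70 cells measured for a yeast strain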;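 further: ratio of well median GFP fluorescence to mean of DMSO wells on the plate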
* = called active by the depositor; ? = inconclusive; nt = not tested or not shown.

LAP4-GFP MLPCN	VLA-4 inh	AGP1 TOR yeast	MEP2 TOR yeast	GRK2 inh	mol	RPL19A TOR yeast	GASC-1 inh	CIT2 TOR yeast
94	7	100	102	0	CCOCCc1nnc(NC(=O)c2cccc(F)c2)s1	97	-3	103
99	4	97	99	0	CC1CC(C)CN(S(=O)(=O)c2ccc(C(=O)OCC(=O)NCCN3C(=O)CSC3=O)cc2)C1 (stereo not drawn)	101	9	101
102	14	101	100	0	Cc1ccc(OCC(=O)NC2=NCCS2)cc1	98	0	103
95	18	94	118	0	O=c1c(NCCc2ccccc2)c(-c2ccccc2)c1=O	102	-9	101
108	-9	105	100	0	COc1cc(C(C)=O)ccc1OCC(=O)Nc1ccc(C)c(S(=O)(=O)N2CCCCCC2)c1	106	-3	102
101	3	103	108	0	Cc1ccc(S(=O)(=O)N2CCN(C(=O)c3ccc([N+](=O)[O-])cc3)C2)cc1	101	15	107
97	16	98	91	3	CC(C)Cc1ccc(C(C)NC(=O)c2ccc(=O)[nH]c2)cc1 (stereo not drawn)	87	-4	93
100	-5	103	95	3	COc1ccc2cc(C#N)c(SCC(=O)NNC(=O)Cc3ccccc3)nc2c1	98	4	nt
108	0	97	104	4	CC(C)CN(C(=O)CN1CCN(c2ccccc2O)CC1)c1c(N)n(CC(C)C)c(=O)[nH]c1=O	101	-11	94
108	50*	98	106	1	Cc1cc(=O)oc2c3c(cc(OCC(=O)N[C@@H](Cc4ccccc4)C(=O)O)c12)OC(C)(C)CC3	101	-2	100
98	13	98	100	0	O=C(COC(=O)c1cccnc1Nc1cccc(C(F)(F)F)c1)NC1CCS(=O)(=O)C1 (stereo not drawn)	97	-3	97
98	33	94	97	1	Cc1ccc(S(=O)(=O)NC(C)C(c2cccs2)N2CCN(c3ccccc3)CC2)cc1 (stereo not drawn)	94	7	97
110	16	95	99	0	CCn1c(SCC(=O)N2CCN(c3cccc(Cl)c3)CC2)nc2ccccc2c1=O	100	0	89
102	12	103	107	4	CCNc1sc(S(C)(=O)=O)nc1S(=O)(=O)c1ccc(Cl)cc1	102	-5	103
107	2	100	110	1	CCN1CCN(C(=O)c2cc(COc3ccc(C(C)=O)cc3OC)on2)CC1	100	-9	97
100	-2	102	101	1	c1ccc(N2CCN(C3CC4CCC3C4)CC2)cc1 (stereo not drawn)	103	1	104
91	-17	97	103	0	COc1ccc(OC)c(/C=N/NC(=O)CCc2n[nH]c(=O)[nH]c2=O)c1	104	3	98
106	9	90	103	1	COc1ccc(C(=O)C=CNNC(=O)c2ccc(Cl)cc2)cc1	94	-1	83
103	-17	104	115	1	CC(C)N1CC=C2C(C#N)=C(N)C(C#N)(C#N)C(c3ccccc3)C2C1 (stereo not drawn)	102	-19	101
93	-30	102	103	2	CC(C)(C)S(=O)(=O)c1cnc2c(S(=O)(=O)c3ccccc3)cnn2c1N	105	-3	95

Overlap with the part before: 2 compounds; new compounds follow.
LAP4-GFP MLPCN	VLA-4 inh	AGP1 TOR yeast	MEP2 TOR yeast	GRK2 inh	mol	RPL19A TOR yeast	GASC-1 inh	CIT2 TOR yeast
103	-17	104	115	1	CC(C)N1CC=C2C(C#N)=C(N)C(C#N)(C#N)C(c3ccccc3)C2C1 (stereo not drawn)	102	-19	101
93	-30	102	103	2	CC(C)(C)S(=O)(=O)c1cnc2c(S(=O)(=O)c3ccccc3)cnn2c1N	105	-3	95
110	-9	101	102	0	C[C@H](NC(=O)c1nc[nH]c1C(=O)NCC(=O)OCc1ccccc1)c1ccccc1	112	-6	95
104	3	106	105	2	CSc1ccccc1NC(=O)c1cc(C(C)C)on1	100	22	98
101	3	105	99	8	COc1ccc2oc(C(=O)OCC(=O)N(C)CC(=O)Nc3ccc(F)cc3)c(C)c2c1	96	-1	101
126	-15	84	97	0	O=C(c1ccoc1)N1CCC2(CC1)Oc1ccc(Cl)cc1C(=O)C21CC(c2ccccc2)=NO1 (stereo not drawn)	100	-9	101
135	-10	91	99	0	Cc1cccc(NC(=O)c2nc[nH]c2C(=O)N[C@@H](C)C(=O)OCc2ccccc2)c1	103	1	88
92	14	101	103	6	Cc1cccc(-n2c(-c3csc(C)c3C)n[nH]c2=S)c1	104	1	102
107	7	98	104	0	O=C(CCCc1c[nH]c2ccccc12)N1CCN(S(=O)(=O)c2cccs2)CC1	100	-2	104
112	27	101	102	2	COc1cccc(NC(=O)CSc2ccc3nnc(-c4cccnc4)n3n2)c1	100	26	98
105	3	96	99	4	Cc1ccccc1CNC(=O)c1ccccc1C	96	23	96
105	9	102	112	0	O=C(NNC(=O)c1ccc(SCC2CCCO2)c([N+](=O)[O-])c1)c1ccc(F)cc1 (stereo not drawn)	104	-1	98
104	2	104	98	0	S=C(NCc1cccs1)Nc1cccc2ccccc12	99	-21	98
118	5	111	129	0	CC(NC(=O)c1ccc(S(=O)(=O)C(F)F)cc1)c1ccccc1 (stereo not drawn)	107	2	107
84	17	96	97	0	CN1CCN(C(=O)c2cn(-c3ccccc3)nc2-c2cccnc2)CC1	98	15	104
92	1	91	93	0	COC(=O)c1ccccc1COn1c(=O)c(C)[n+]([O-])c2ccccc21	92	2	88
87	-2	97	109	1	Cc1cc(NC(=O)c2cccs2)ncc1NC(=O)c1cccc(F)c1	111	4	111
100	16	99	108	1	COc1ccc(C(=O)c2c(C)c(CCC#N)n3ccccc23)c(OC)c1	103	4	104
94	4	95	95	0	CCc1cccc2c(C=C(C#N)C#N)cn(CC(=O)N3CCCCCC3)c12	98	6	104
94	-8	95	97	3	Cc1ccc(S(=O)(=O)N(C)C)cc1NS(=O)(=O)c1ccc(Cl)s1	105	0	106
105	7	103	107	2	COCCCNC(=O)c1c[nH]c2ccc(S(=O)(=O)N3CCC4(CC3)OCCO4)cc2c1=O	103	-7	103
91	3	98	107	7	O=C(O)c1[nH]c2ccccc2c1C(c1cc(Cl)cc([N+](=O)[O-])c1O)c1c(C(=O)O)[nH]c2ccccc12	103	10	102

3 structures already listed, sorted by SMILES length, lowest first:
LAP4-GFP MLPCN	VLA-4 inh	AGP1 TOR yeast	MEP2 TOR yeast	GRK2 inh	mol	RPL19A TOR yeast	GASC-1 inh	CIT2 TOR yeast
105	3	96	99	4	Cc1ccccc1CNC(=O)c1ccccc1C	96	23	96
94	4	95	95	0	CCc1cccc2c(C=C(C#N)C#N)cn(CC(=O)N3CCCCCC3)c12	98	6	104
110	-9	101	102	0	C[C@H](NC(=O)c1nc[nH]c1C(=O)NCC(=O)OCc1ccccc1)c1ccccc1	112	-6	95

The list goes on:
LAP4-GFP MLPCN	VLA-4 inh	AGP1 TOR yeast	MEP2 TOR yeast	GRK2 inh	mol	RPL19A TOR yeast	GASC-1 inh	CIT2 TOR yeast
96	7	98	98	0	CCCCCn1nc(C(=O)N(CC)c2c(N)n(CCCC)c(=O)[nH]c2=O)c2ccccc2c1=O	97	-3	105
102	11	102	102	0	CC(C)OCC(O)Cn1c(N2CCCC2)nc2c1c(=O)[nH]c(=O)n2C (stereo not drawn)	97	7	100
92	8	95	99	0	CC(C)CS(=O)(=O)C1=NSC2=NC(=O)/C(=C\c3ccc(OC(=O)c4ccco4)cc3)C(=N)N21	101	11	97
90	4	94	90	0	Cc1cc(Br)c(OCc2ccc(C(=O)N/N=C/c3ccc[nH]3)cc2)c(Br)c1	94	5	104
93	10	94	95	2	CCOc1ccc(Br)cc1S(=O)(=O)NCc1ccc(S(N)(=O)=O)cc1	93	2	98
93	3	93	100	5	Cc1cc2nc3c(=O)[nH]c(=S)[nH]c3nc2cc1NC(=O)C(F)(F)F	98	1	95
106	-2	102	104	0	Cc1ccccc1OC(=O)n1c(=S)oc2cc(Cl)ccc21	100	-7	103
109	5	109	105	1	COc1ccc2cc(CCNC(=O)c3ccc(Br)o3)c(=O)[nH]c2c1	104	-1	105
95	10	103	102	0	COc1ccccc1C(=O)C1CCCN(Cc2cccc(OCCO)c2)C1 (stereo not drawn)	101	-26	105
100	5	104	101	2	COc1ccc(NC(=O)CS(=O)CC(=O)Nc2cc(Cl)ccc2OC)cc1 (stereo not drawn)	101	-18	104
103	13	102	93	0	COc1cccc(N2CC(NC(=O)c3ccc4ccccc4c3)CC2=O)c1 (stereo not drawn)	92	11	86
115	-1	109	100	2	CCOC(=O)C1(Cc2ccc(Cl)cc2)CCN(C(=O)C2CCCO2)CC1 (stereo not drawn)	97	1	92
104	9	89	95	0	OC1COC(O)C(O)C1O (stereo not drawn)	98	16	86
112	-4	94	99	0	Cc1cc[n+](CC[n+]2ccc(C)cc2)cc1	109	-16	96
103	0	102	103	0	COc1cccc(NC(=O)CN(C)C(=O)CN2C(=O)c3ccc([N+](=O)[O-])cc3C2=O)c1	98	-5	100
94	9	97	99	2	Cc1ccc(NC(=O)CSc2nnc(CN3CCOCC3)n2-c2ccccc2)cc1	93	0	96
94	9	87	93	0	O=C(c1cc(Br)ccc1OC(F)F)N1CCN2CCCC2C1 (stereo not drawn)	93	3	94
106	2	112	96	0	OCCNC(=S)NCc1ccccc1	102	-3	106
101	4	97	102	0	CN(c1nc2ccccc2nc1Cl)S(=O)(=O)c1ccccc1	98	8	93
92	-5	99	93	0	CCOC(=O)c1c(NC(=O)CNCCOC)sc2c1CCCC2	92	-9	87
105	-5	95	96	2	C[C@H](NC(=O)c1nc[nH]c1C(=O)N[C@H](C)c1ccccc1)C(=O)OCc1ccccc1	100	-1	83
112	-2	104	100	22	CCOc1cc(N2CCOCC2)c(OCC)cc1NC(=O)COC(=O)CCOc1cc(C)ccc1C	106	64	98
89	1	97	97	0	O=C(CCCCn1c(=O)[nH]c2ccsc2c1=O)NCC1CCCO1 (stereo not drawn)	99	nt	nt
102	43	102	103	0	CCN(CC(=O)Nc1ccc(NC(C)=O)cc1)C(=O)C(c1ccccc1)c1ccccc1	100	-10	99
95	9	102	98	2	Cn1c(=O)c2c(nc(N3CCN(c4ccccn4)CC3)n2Cc2ccc(Cl)cc2Cl)n(C)c1=O	101	-6	96
91	-2	86	95	3	C#CC[N+](C)(C)CC#Cc1ccccc1	91	13	79
81	-4	?	72	1	COc1cccc(CNC(=O)c2ccc(CS(=O)(=O)Cc3ccccc3C)o2)c1	83	1	88
97	-2	91	94	2	COc1cc2c(cc1OC)-c1cc(Nc3ccccc3)nc(=O)n1CC2	97	0	94
119	7	107	104	2	Cc1ccccc1OCC(=O)OCC(=O)NCc1ccco1	100	6	95
97	6	107	104	1	CN1CCCC(OC(=O)c2ccc(C(C)(C)C)cc2)C1 (stereo not drawn)	102	-8	100
109	-33	104	102	5	COc1ccc(Nc2nc(C)nc3sc4c(c23)CCC4)cc1O	100	-3	114
117	5	102	96	1	COc1ccc(-c2coc3c(C)c4oc(=O)c(CCC(=O)O)c(C)c4cc23)cc1	92	-2	104
98	5	100	108	0	Cn1cccc1C(=O)N1CCN(c2cccc(C(F)(F)F)c2)CC1	99	-13	93
105	17	96	96	2	CC1Cc2ccccc2N1C(=O)CSc1nc(-c2ccccc2)cs1 (stereo not drawn)	98	11	91
103	5	101	98	11	CC1CCCCN1C(=O)c1cc2c(=O)n3ccccc3nc2s1 (stereo not drawn)	99	-2	99
101	3	100	106	1	Cc1cc(Cl)ccc1OCC(=O)NNC(=O)CCOc1ccccc1	100	-11	102
89	39	98	107	1	COc1ccc(C)cc1NC(=O)NCc1ccccc1F	107	-13	100
96	-6	102	97	2	O=C(COc1ccccc1)Nc1nc(-c2ccncc2)cs1	105	4	104
104	-67	96	103	0	CCn1c(C(=O)O)c(CC(=O)Nc2cccc(C(F)(F)F)c2)c2ccccc21	98	-9	93

Compounds as they come; overall some 1.7% were active at least once.
